Screens: PubChem BioAssay, National Center for Advancing Translational Sciences (NCATS)
PI5P4Ka inh = blocks human PI5P4K alpha kinase activity; PI5P4Kalpha enzyme, ADP-Glo luminescence, 60 min; active compounds read low; max response, %; 1.2% of 330,000 active; active = max response of -50% or lower; inconclusive = between -30% and -50%; inactive = -30% or higher; also: value at the top dose of about 77 µM; % is scaled to controls: 0 for no effect and ±100 for the full control effect
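Quantitative HTS of the MLSMR library against PI5P4Kalpha with substrate. ATP added last at 5 microM final; room temperature, 60 minutes. Remaining ATP depleted, ADP converted and read as luminescence.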
GLP-1R inv ag = GLP-1 receptor (human) inverse agonism; P43220; HEK293 GLP-1R CRE-luciferase, luminescence, 24 h; GLP-1R form is constitutively active; Potency, µM (series often up to 38.3 µM), without a hit: at the highest dose activity change, negative = inhibition, hits mostly inhibitors; 1.6% of 410,000 active; also: potency is read from the fitted curve at half-maximal effect; % is scaled to controls: 0 for no effect and ±100 for the full control effect; nearly all actives have a fitted effect of over 55% in size
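Cells are plated, allowed 12 hours at 37 deg C, then treated with compounds for 24 hr before luciferase detection reagent is added and luminescence is read after 12 min at room temperature. The HEK293 line carries constitutively active GLP-1R with a cAMP-responsive reporter.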
PLK1 PBD inh = PLK1 (human) polo-box domain binding inhibition | 2.8% of 360,000 active | AID 720504 | Plk1 PBD binding of FITC phosphopeptide, fluorescence polarization | P53350 | Potency, µM, for inactives: max response, negative = inhibition, usual class: inhibitors; also: potency is read from the fitted curve at half-maximal effect; series mostly up to about 57 µM; % is scaled to controls: 0 for no effect and ±100 for the full control effect; nearly all actives have a fitted effect of over 65% in size
Target sequence (P53350 whole entry, looked up, the tested form may be a part): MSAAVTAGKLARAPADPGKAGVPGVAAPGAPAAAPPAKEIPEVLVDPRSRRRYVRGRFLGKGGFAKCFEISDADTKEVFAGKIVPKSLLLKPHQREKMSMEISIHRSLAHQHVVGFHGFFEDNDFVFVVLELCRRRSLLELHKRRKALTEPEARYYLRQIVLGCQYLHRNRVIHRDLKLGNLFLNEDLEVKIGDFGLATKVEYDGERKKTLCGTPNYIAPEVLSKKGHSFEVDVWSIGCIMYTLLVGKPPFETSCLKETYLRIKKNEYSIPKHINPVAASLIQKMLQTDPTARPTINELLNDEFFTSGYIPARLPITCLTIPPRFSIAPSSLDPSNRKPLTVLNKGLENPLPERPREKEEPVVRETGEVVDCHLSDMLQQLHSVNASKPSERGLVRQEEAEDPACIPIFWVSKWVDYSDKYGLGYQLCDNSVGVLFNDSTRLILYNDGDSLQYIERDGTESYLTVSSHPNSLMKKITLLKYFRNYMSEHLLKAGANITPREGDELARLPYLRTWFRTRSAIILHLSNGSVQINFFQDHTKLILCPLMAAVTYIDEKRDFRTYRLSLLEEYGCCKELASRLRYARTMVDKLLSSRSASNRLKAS
GLP-1R agonist = agonists of human GLP-1 receptor. P43220. HEK293 GLP-1R CRE-luciferase, luminescence, 4-6 h; cells express a hypersensitive GLP-1R form. Potency, µM (series often up to 45.6 µM), without a hit: at the highest dose activation, usual class: activators. 0.007% of 380,000 active. AID 624172; also: potency is read from the fitted curve at half-maximal effect; % of control where 0% means no effect
WRN helicase inh = blocks human WRN helicase | WRN helicase unwinding, fluorescent forked duplex, kinetic | Potency, µM (top dose mostly 114 µM), for inactives: top-dose activity change, negative = inhibition, actives largely listed as inhibitors | 0.46% of 360,000 active; also: potency is read from the fitted curve at half-maximal effect; % is scaled to controls: 0 for no effect and ±100 for the full control effect; nearly all actives have a fitted effect of over 55% in size
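Primary qHTS, 1536-well format. 20 nM WRN + compound, 15 min RT; start with 100 nM forked fluorophore/quencher duplex, 2 mM ATP (final); kinetic read ex 525/em 598 nm.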
IL-2 act = IL-2 activation. activation, % (series mostly up to about 46 µM). AID 652025. 0.065% of 360,000 active. IL-2 activation reporter assay, cell-based qHTS; stimulated with anti-CD3/CD4/CD28 beads; in transgenic mouse T cells; in the data active = activation above about 50%; inconclusive = mostly about 30% to 49%; also: 0% is about no effect
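Readout: EGFP and DsRed signals by fluorescent plate cytometry. Unstimulated transgenic mouse T cells received compound 60 min before antibody-bead stimulation, then incubated 18 h at 37 degrees C.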
DRD3 agonist = D3 dopamine receptor (human) agonism; P35462; D3R DiscoveRx beta-arrestin cells, luminescence, 90 min; max activation, %; 0.58% of 410,000 active; in the data active = max activation above about 30%; also: 0% is about no effect; mostly tested at two doses, the higher about 12 µM
Target sequence (P35462 whole entry, looked up): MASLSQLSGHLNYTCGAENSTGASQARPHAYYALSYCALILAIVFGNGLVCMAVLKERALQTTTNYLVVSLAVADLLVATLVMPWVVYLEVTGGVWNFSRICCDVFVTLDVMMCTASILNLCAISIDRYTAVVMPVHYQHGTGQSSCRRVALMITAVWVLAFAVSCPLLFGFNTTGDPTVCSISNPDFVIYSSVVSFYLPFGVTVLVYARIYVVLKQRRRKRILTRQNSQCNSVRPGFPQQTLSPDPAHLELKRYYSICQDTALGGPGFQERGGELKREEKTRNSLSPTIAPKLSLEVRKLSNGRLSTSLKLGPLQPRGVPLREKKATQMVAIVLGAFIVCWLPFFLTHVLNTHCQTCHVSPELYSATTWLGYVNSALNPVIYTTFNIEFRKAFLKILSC
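Agonist-mode cell screen: cells plated at 1500/well and incubated overnight at 37 °C, then exposed to library compounds for 90 min at 37 °C. Detection reagent was added for 30–60 min at room temperature, and luminescence was read.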
GLP1R cytotox = cytotoxic in the GLP-1 receptor inverse agonist counter-screen. HEK293 cAMP-luciferase reporter cells, luminescence, 24 h. Potency, µM (series often up to 38.3 µM), without a hit: at the top dose activity change, negative = inhibition, most hits filed as inhibitors. 0.13% of 410,000 active. AID 624418;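 also: loss of luciferase light is scored as toxicity; potency is read from the fitted curve at half-maximal effect; % is scaled to controls: 0 for no effect and ±100 for the full control effect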
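Here, cytotoxicity is scored as loss of luminescence. The MLSMR collection was tested on cells seeded in medium containing 10% Nu serum, with a 24 hr compound exposure preceded by 12 hours of culture.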
DRD3 antagonist = antagonists of human D3 dopamine receptor. D3R cells, DiscoveRx beta-arrestin luminescence, antagonist mode; active compounds read low. max response, negative = inhibition, %. 2.5% of 360,000 active. AID 652054; in the data active = max response below about -50%; inconclusive = no clear call, values can overlap the other calls; also: % is scaled to controls: 0 for no effect and ±100 for the full control effect; mostly tested at two doses, the higher about 12 µM
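Cells plated overnight at 1500 cells/well, then exposed to library compounds with dopamine controls for 90 minutes at 37 degrees C. DiscoveRx reagent added for 30–60 minutes at room temperature; luminescence read, quantitative HTS format.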
Numbers without * were called inactive; ? = inconclusive; nt = not tested or not shown; [ ] = another dose, or the depositor's remark. Unless noted, calls follow the shape of the dose curve; as a rule, active = well fitted curve in the direction sought with a large enough effect; inconclusive = small, poorly fitted or top-dose-only effect, or another doubt; inactive = no such curve, though single readings can be large; an effect the other way counts as inactive or inconclusive.

SMILES | PI5P4Ka inh | GLP-1R inv ag | PLK1 PBD inh | GLP-1R agonist | WRN helicase inh | IL-2 act | DRD3 agonist | GLP1R cytotox | DRD3 antagonist
Oc1c(C=Nc2ccc(Cl)cn2)sc2ccccc12 | 4 | 16% | -1% | 9% | -1% | 1.1 | -2 | -5% | -24
Cc1cc(C)n2nc(C(=O)NCC(=O)Nc3ccc(F)c(F)c3)nc2n1 | -3 | 13% | 0% | 9% | -21% | 5.0 | -7 | 17% | 24
COc1cc2cnc(-c3ccccc3)c(C(=O)c3ccc(OCc4ccccc4)cc3)c2cc1OC | 9 | ? | -10% | 21% | -9% | -0.5 | -21 | 4% | -7
CC(=O)c1cccc(S(=O)(=O)N2CCN(c3nc4cc(C)cc(C)c4cc3C#N)CC2)c1 | 1 | 15% | 4% | 1% | -9% | 0.6 | 1 | 5% | 5
O=C(O)C1OC2OC3(CCCCC3)OC2C2OC3(CCCCC3)OC12 (stereo not given) | -1 | 7% | -12% | 2% | -21% | -0.6 | 4 | 4% | 0
CC1=NN(c2ccccc2)C(=O)/C1=C/c1ccc[nH]1 | 4 | 1% | -7% | 5% | -9% | 0.8 | 2 | ? | -1
Nc1[nH]c2cc([N+](=O)[O-])ccc2c1-c1ccccn1 | -7 | -20% | 13% | 5% | -23% | -2.0 | -2 | ? | -23
Cc1cc(OC(=O)c2cc([N+](=O)[O-])ccc2Cl)c([N+](=O)[O-])c(=O)[nH]1 | -2 | 13% | 6% | -5% | -5% | 1.1 | 1 | 3% | 4
Cc1cccc(NC(=O)C2CCN(S(=O)(=O)c3c(C)nn(C)c3C)CC2)n1 | -2 | 12% | -11% | -3% | -10% | -1.4 | 3 | -14% | 20
Cc1noc(C)c1C(=O)NCCc1ccccc1 | -2 | 3% | 2% | 3% | 2% | -1.5 | -1 | -9% | 8
COc1ccc(C2Nc3ccccc3C(=O)N2Cc2ccccc2)cc1CSc1ccccn1 (stereo not given) | 5 | 0% | -3% | -3% | -9% | -3.2 | 1 | 1% | 9
Cc1ccc(NC(=S)N(CCCN2CCN(C)CC2)Cc2cccs2)cc1 | -3 | 3%[0.307 µM] | -5% | 0% | -11% | 1.7 | -4 | 2%[0.307 µM] | -2
CSc1nc(C)cc(OCC#N)n1 | 1 | 30% | -7% | 2% | -1% | -0.2 | -10 | -3% | 16
O=C(CC12CC3CC(CC(Br)(C3)C1)C2)NCc1ccccc1 | 2 | 3% | -12% | 10% | 8% | 1.9 | 0 | 7% | 32
COc1cc(NS(=O)(=O)c2ccc(NC(C)=O)cc2)ncn1 | nt | -15% | -8% | -2% | 2% | -2.0 | -20 | 3% | -19
COCCOC(=O)C1=C(C)Nc2ncnn2C1c1ccco1 (stereo not given) | -4 | 25% | -2% | 4% | 0% | -4.2 | -10 | 20% | -21
CCCN1CCc2c(sc(NC(=O)c3ccc(S(=O)(=O)N(C)c4ccccc4)cc3)c2C(=O)NC)C1 | -7 | ? | -12% | 0% | -9% | -2.1 | -13 | -3% | 0
CC1(C)CC(=O)C(C=NCC2CCN(C(=S)Nc3cccc(Cl)c3)CC2)=C(O)C1 | 0 | ? | -11% | 0% | 1% | -1.8 | 8 | -11% | 0
Cc1cc(-c2csc3ncnc(N4CCN(C)CC4)c23)cc(C)c1C | -8 | ? | -20% | 14% | 0% | -1.5 | -12 | 1% | -15
CCN(CC(=O)NCc1ccc(F)cc1)C(=O)/C=C/c1ccc(S(=O)(=O)N(CC)CC)cc1 | -1 | ? | -8% | 18% | 7% | 0.4 | 3 | -24% | 8

Entries above that have a nitro group on carbon:
SMILES | PI5P4Ka inh | GLP-1R inv ag | PLK1 PBD inh | GLP-1R agonist | WRN helicase inh | IL-2 act | DRD3 agonist | GLP1R cytotox | DRD3 antagonist
Nc1[nH]c2cc([N+](=O)[O-])ccc2c1-c1ccccn1 | -7 | -20% | 13% | 5% | -23% | -2.0 | -2 | ? | -23
Cc1cc(OC(=O)c2cc([N+](=O)[O-])ccc2Cl)c([N+](=O)[O-])c(=O)[nH]1 | -2 | 13% | 6% | -5% | -5% | 1.1 | 1 | 3% | 4

(cont.)
SMILES | PI5P4Ka inh | GLP-1R inv ag | PLK1 PBD inh | GLP-1R agonist | WRN helicase inh | IL-2 act | DRD3 agonist | GLP1R cytotox | DRD3 antagonist
CC1=C(C(=O)OC(C)(C)C)C(c2cccc3ccccc23)NC(=O)N1 (stereo not given) | -1 | -4% | -3% | 4% | -1% | -2.4 | 5 | -1% | 25
COc1cc(C(=O)N(Cc2ccc(F)cc2)C2CCS(=O)(=O)C2)cc(OC)c1OC (stereo not given) | 0 | 4% | -2% | 8% | -8% | -2.4 | -4 | 6% | 13
Cc1nc2ccc(S(=O)(=O)NCC(=O)N3CCc4ccccc43)cc2s1 | 3 | -12% | -2% | 0% | 0% | 0.6 | 6 | -22% | 17
CCOc1cc2c(cc1/C=C(/C#N)c1ccc(C(=O)O)cc1)OCO2 | ? | 14% | -10% | 11% | -5%[11.6 µM] | -1.0 | 6 | -3% | -8
O=C(COC(=O)c1cccc(NS(=O)(=O)c2ccc(F)c(F)c2)c1)NC(=O)NC1CCCC1 | -15 | -20% | -13% | -21% | -6% | 0.9 | 0 | -1% | 32
O=C(Nc1cccnc1)c1ccc(F)c(S(=O)(=O)N2CCOCC2)c1 | 6 | 3% | -7% | 8% | 0% | -1.7 | 7 | -5% | -2
Cc1ccc(Oc2nc3ccccn3c(=O)c2/C=C(\C#N)C(=O)NC2CCS(=O)(=O)C2)c(C)c1 (stereo not given) | 1 | 1% | 1% | -5% | 5% | -0.4 | -5 | -30% | 12
CN(C)S(=O)(=O)c1cccc(NC(=O)CNCC2CCCCC2)c1 | -4 | ? | -4% | 18% | 6% | -0.6 | -8 | -9% | -25
CC1=NN(c2ccccc2)C(=O)/C1=C/c1c(O)n(-c2ccc(F)cc2)[nH]c1=O | ? | -7% | ? | 4% | ? | -3.5 | -6 | ? | ?
CC(Sc1nnc(C(C)N(C)C)n1-c1ccc(Cl)cc1)C(=O)Nc1ccc2c(c1)OCO2 (stereo not given) | -15 | ? | -3% | -3% | 4% | 3.8 | 1 | -17% | 7
COc1ccc(N2CCN(C(=O)CSc3ncccc3-c3nc4ccccc4[nH]3)CC2)cc1 | nt | 0% | -16% | -10% | -13% | 3.2 | -2 | -5% | -25
ClC1(Cl)CC1Cn1cnc2ccccc21 (stereo not given) | -3 | -7% | -5% | 6% | 3% | -1.3 | 14 | -5% | 5
O=c1c2cc(Br)ccc2[nH]c(=S)n1Cc1cccnc1 | 13 | 19% | -4% | 1% | -7% | -0.6 | -2 | 6% | 4
COc1cccc(CN2CC(C(=O)NCCc3nccs3)CCC2=O)c1 (stereo not given) | -7 | -9% | -11% | -6% | 9% | -2.8 | 2 | -1% | -10
N#Cc1cccc(C(c2nnnn2Cc2ccccc2)N2CCCC2)c1 (stereo not given) | nt | 3% | -8% | 0% | 6% | 0.6 | -6 | 1% | -11
CC(=O)NC(CCS(C)(=O)=O)C(=O)Nc1cccc(C)c1C (stereo not given) | -2 | 2% | 2% | 4% | 11% | -3.3 | 0 | 0% | 0
CCOCCCNC(=O)c1cc2c(=O)[nH]c3ccccc3c2n1C | nt | 34%[activator] | nt | -3% | nt | nt | -3 | 0% | nt
COc1ccc(C2(O)CCN(CC(=O)Nc3nc(-c4ccccc4)cs3)CC2)cc1 | -4 | 7.1µM* | 1% | -1% | -11% | 0.5 | -12 | -18% | 5
COc1ccc(-c2cc(C#N)nc(Cl)n2)cc1 | 3 | 110%[activator] | -10% | -6% | -25% | -0.8 | -21 | ? | ?
Cc1ccc(C(=O)NC2CC(=O)N(c3ccc4c(c3)OCCO4)C2)cc1[N+](=O)[O-] (stereo not given) | -4 | -9% | -9% | 9% | 1% | -6.1 | -40 | 0% | -16
COC(=O)COc1nsnc1N1CCOCC1 | nt | -9% | 1% | 4% | -10% | -1.6 | -1 | -11% | 29
CCOc1ccccc1N(CC(=O)Nc1ccc2c(c1)OCCO2)S(C)(=O)=O | -5 | 1% | -1% | -6% | -5% | 3.0 | 2 | 1% | -22
COc1cc2c(cc1NC(=O)COC(=O)[C@@H](NC(=O)c1ccccc1)C(C)C)oc1ccccc12 | 11 | ? | 1% | 0% | -2% | -0.4 | 3 | -12% | 23
Cc1ccc(Cl)cc1N1CCN(C(=O)c2ccc3nc[nH]c3c2)CC1 | -16 | 7% | 19% | -7% | -10%[57.1 µM] | -0.1 | 7 | -11% | 12
CCOC(=O)c1cccc(NC(=O)[C@H](CSCc2ccccc2)N2Cc3ccccc3C2=O)c1 | nt | ? | nt | 1% | nt | nt | 0 | -1% | nt
Cn1c(C(=O)N2CCCC(C(=O)c3ccc(C(F)(F)F)cc3)C2)cc(=O)n(C)c1=O (stereo not given) | -4 | -3% | -5% | 16% | 3% | 0.3 | 10 | 8% | 3
COc1ccc(S(=O)(=O)N2CCCC(C(=O)N3CCN(c4ccccc4)CC3)C2)cc1Cl (stereo not given) | -3 | ? | 1% | -1% | -21% | -2.5 | 16 | 7% | 20
O=C(NCc1ccc(F)cc1)C1CCC(=O)N1C1CCCCC1 (stereo not given) | nt | 1% | 4% | 0% | -4% | 1.8 | 17 | -16% | 14
CCc1ccccc1N(c1nc(-c2ccc(OC)c(OC)c2)no1)c1nc(-c2ccc(OC)c(OC)c2)no1 | nt | -12% | nt | 1% | nt | nt | 4 | 2% | nt
Nc1cccc(NC(=O)CN2CCOCC2)c1 | 2 | 10% | -2% | 6% | -10% | 1.2 | -2 | -1% | 6
CCOC(=O)C1(P(=O)(c2ccccc2)c2ccccc2)CCC1 | -4 | 1% | 1% | -25% | 7% | 0.0 | 4 | -9% | 11
Nc1cc(=O)[nH]c(SCC(=O)N2CCN(S(=O)(=O)c3ccc4ccccc4c3)CC2)n1 | -11 | 12%[7.66 µM] | -9% | 7% | 1% | 0.0 | 1 | 3%[7.66 µM] | 3
COc1ccc(-c2oc3ncn(Cc4ccco4)c(=N)c3c2-c2ccc(OC)cc2)cc1 | -1 | ? | 3% | -12% | -3% | 0.1 | -1 | -20% | 41
